Screens: PubChem, The Scripps Research Institute Molecular Screening Center
GPR151 ag: activators of human GPR151, primary screen, cell-based, PathHunter beta-arrestin, luminescence; activation, % at 11.2 µM; PathHunter beta-arrestin GPR151 cells; 650,000 compounds, 1% hits; in the data active means activation above about 4.9%;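 further: 0% = median of compound wells and 100% = cells with positive control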
Target sequence (Q8TDV0 whole entry, looked up): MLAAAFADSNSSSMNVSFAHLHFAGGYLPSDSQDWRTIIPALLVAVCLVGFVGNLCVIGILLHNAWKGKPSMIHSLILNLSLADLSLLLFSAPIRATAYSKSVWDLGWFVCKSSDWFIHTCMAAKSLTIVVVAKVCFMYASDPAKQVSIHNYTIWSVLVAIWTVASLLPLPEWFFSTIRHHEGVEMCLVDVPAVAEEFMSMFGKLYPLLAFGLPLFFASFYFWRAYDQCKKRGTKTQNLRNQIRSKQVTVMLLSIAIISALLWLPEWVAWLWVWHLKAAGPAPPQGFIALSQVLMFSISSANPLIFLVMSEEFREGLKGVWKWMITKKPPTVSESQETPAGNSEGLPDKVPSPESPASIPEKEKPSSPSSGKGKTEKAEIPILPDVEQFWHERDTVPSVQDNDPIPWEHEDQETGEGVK
FBW7 act: FBW7 E3 ligase activators, primary screen, biochemical, AlphaScreen, human. F-box/WD repeat-containing protein 7 (Homo sapiens), Q969H0. AlphaScreen FBW7–phospho-cyclin E peptide binding, activator screen. normalized activity (activation), % at 26.1 µM. 650,000 compounds, 0.13% hits. AID 1259310, 2017; in the data active means normalized activity above about 1.9%;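 further: purified mutant Fbw7 with reduced substrate affinity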
Target sequence (Q969H0 whole entry, looked up): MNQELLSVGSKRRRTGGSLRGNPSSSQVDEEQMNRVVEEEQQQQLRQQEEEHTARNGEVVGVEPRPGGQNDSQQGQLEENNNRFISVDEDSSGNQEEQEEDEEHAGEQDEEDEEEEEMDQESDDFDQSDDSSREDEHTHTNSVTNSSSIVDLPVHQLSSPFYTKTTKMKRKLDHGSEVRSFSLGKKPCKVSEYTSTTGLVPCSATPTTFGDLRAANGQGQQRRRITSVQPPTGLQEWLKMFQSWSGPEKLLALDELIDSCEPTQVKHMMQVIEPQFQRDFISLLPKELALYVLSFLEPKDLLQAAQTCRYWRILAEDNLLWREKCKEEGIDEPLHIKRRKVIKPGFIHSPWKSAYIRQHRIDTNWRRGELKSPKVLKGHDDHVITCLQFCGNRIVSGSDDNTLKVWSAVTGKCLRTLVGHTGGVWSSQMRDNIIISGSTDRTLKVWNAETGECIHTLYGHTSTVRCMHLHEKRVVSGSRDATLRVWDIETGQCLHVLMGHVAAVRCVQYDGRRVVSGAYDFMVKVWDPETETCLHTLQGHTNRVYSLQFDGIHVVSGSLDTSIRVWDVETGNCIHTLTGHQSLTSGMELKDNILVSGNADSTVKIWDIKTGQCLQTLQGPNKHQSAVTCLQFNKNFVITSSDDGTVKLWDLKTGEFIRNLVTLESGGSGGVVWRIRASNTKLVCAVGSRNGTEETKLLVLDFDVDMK
MITF inh: MITF inhibitors, primary screen, biochemical, AlphaScreen, human; 650,000 compounds, 0.91% hits; Microphthalmia-associated transcription factor (Homo sapiens), O75030; inhibition, % at 2.6 µM; AlphaScreen MITF homodimerization, bead proximity signal; in the data active means inhibition above about 50%;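 further: 0% = vehicle wells with protein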
TEAD-YAP block: TEAD-YAP interaction inhibition, primary screen, TEAD-YAP interaction inhibitor project, luminescence, HEK-TIYL cells | TEAD-Gal4/YAP UAS-luciferase luminescence | inhibition, % at 9.12 µM | 640,000 compounds, 1.4% hits; in the data active means inhibition above about 32%;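 further: 0% = median of test compound wells and 100% = reference inhibitor wells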
Numbers without * were called inactive; & = joins results of further samples.

SMILES	GPR151 ag	FBW7 act	MITF inh	TEAD-YAP block
N#CC1=C2SCN(c3ccccc3)CN2C(=O)CC1c1ccccc1[N+](=O)[O-] (centres undefined)	-0.2	0.0	6.8	3.5
O=C(NCCn1nc(-c2cccs2)oc1=O)c1cccs1	0.6	-0.1	0.8	-1.8
COc1ccc(CC(=O)O/N=C(\N)c2ccncc2)cc1	0.4	-0.1	-0.8	0.4
O=C1c2cc(N3CCOCC3)c([N+](=O)[O-])cc2C(=O)N1c1ccc2c(c1)OCO2	-0.9	0.1	11.3	-3.2
CCC1(C2CCN(Cc3c[nH]c4ccccc34)CC2)NC(=O)N(Cc2ccccn2)C1=O (centres undefined)	-1.0	0.0	-0.6	-1.7
CC(NC(=O)c1ccc([N+](=O)[O-])o1)C(c1cccs1)N1CCCC1 (centres undefined)	1.2	-0.1	12.4	7.3
Cc1cccc(OCC(=O)NNC(=O)CCN2CCN(c3ccccc3)CC2)c1C	-1.7	-0.1	10.4	10.1
COC(=O)c1ccc(CNc2ccccc2SC)cc1	-0.6	0.0	32.4	1.7
CCOc1cc(-c2cc(OCC)c3c(C)oc(C)c3c(=O)c2)ccc1O	0.0	-0.1	-7.1	-6.8
COc1ccc(N2CC(C(=O)Nc3ccc(NC(C)=O)cc3)CC2=O)cc1 (centres undefined)	-0.2	0.0	-11.0	-2.5
COc1ccc(C(O)(C(=O)NN(C(=O)c2ccccc2)c2cccc(C)c2)c2ccc(OC)cc2)cc1	0.2	0.1	7.8	12.8
CCn1c(N2CCC(C(=O)NC(C)C)CC2)nc2ccccc21	0.3	0.1	8.5	-1.2
COC(=O)c1cccc(NC(=O)CSc2ccccc2)c1	0.8	0.1	-1.9	-25.0
COc1cc(NC(=O)c2ccnc(Nc3ncccn3)c2)cc(OC)c1OC	-1.7	0.0	14.9	-0.6
c1ccc(-c2csc(N3CCN(C(c4ccccc4)c4ccccc4)CC3)n2)cc1	-0.2	-0.1	-9.7	5.3
CC1=NC(C)(C)C(C)c2ccc3ccccc3c21 (centres undefined)	1.0	-0.1	5.0	-0.3
O=C(NCc1ccccc1)C1CCCN1C(=O)Nc1ccccc1F (centres undefined)	0.1	0.0	7.8	-4.4
O=C(CSc1nnc2scc(-c3ccccc3)n12)c1ccc(Cl)cc1	1.0	-0.1	-6.1	-0.3
CC(=O)CCc1ccc(OCCN2CCN(Cc3ccccc3)CC2)cc1	0.3	-0.1	28.4	-15.4
Cn1cccc1CN1CCS(=O)(=O)CC1	2.7	0.2	-0.6	-7.1
COc1ccccc1CN(C)CCc1ccccn1	-1.3	1.4	67.0*	7.0
CC1(C(=O)O)NC(c2cc(Br)ccc2O)C2C(=O)N(c3cccc4ccccc34)C(=O)C21 (centres undefined)	0.7	-0.2	-6.3	9.1
Cc1ccc(OCCOCCOc2ccc(/C=C3\SC(N)=NC3=O)cc2)cc1	-0.4	-0.1	3.1	-0.2
CCOC(=O)COc1cc(Br)c(C=O)cc1OC	0.4	0.0	-9.5	-1.9

Ordered by molar mass (largest number first): 3 of the compounds above.
SMILES	GPR151 ag	FBW7 act	MITF inh	TEAD-YAP block
c1ccc(-c2csc(N3CCN(C(c4ccccc4)c4ccccc4)CC3)n2)cc1	-0.2	-0.1	-9.7	5.3
O=C(CSc1nnc2scc(-c3ccccc3)n12)c1ccc(Cl)cc1	1.0	-0.1	-6.1	-0.3
CC(=O)CCc1ccc(OCCN2CCN(Cc3ccccc3)CC2)cc1	0.3	-0.1	28.4	-15.4

Continued:
SMILES	GPR151 ag	FBW7 act	MITF inh	TEAD-YAP block
CCOC(=O)C1CCN(C(=O)c2ccc([N+](=O)[O-])o2)CC1	-1.4	1.0	3.8	21.0
CC(C)CC(OC(=O)c1ccco1)C(=O)NCC1CCCO1 (centres undefined)	4.2	0.3	12.2	-1.7
CCOc1ccccc1CN(CCc1ccc2c(c1)OCO2)Cc1ccccn1	-2.5	0.5	83.8*	-7.5
Cc1ccc(/C=N/NC(=O)c2ccncc2)o1	-0.8	0.4	8.1	7.4
O=C(O)CSc1ccc(-c2ccccc2)nn1	-5.2	0.0	6.6	1.4
CC(NC(=O)COc1ccccc1)c1nnc2n1CCN(CCO)CC2 (centres undefined)	-0.6	-0.2	-7.5	-1.9
CN1C(=O)c2ccccc2N(C)C1c1ccc2c(c1)OCO2 (centres undefined)	-0.5	0.1	9.4	-1.5
O=C(Cc1cccnc1)Nc1ccc(-c2cn[nH]c2)cc1Oc1ccccc1	-0.8	0.0	1.1	-8.4
Cc1ccc2nc(CN3CCN(C=O)CC3)nc(N3CCSCC3)c2c1	-0.4	-0.1	-6.0	-7.3
Cc1ccc2cc(C(N)=O)c(=N)oc2c1	0.5	0.0	-16.8	-23.7
Cc1cnc(C(=O)N[C@H](Cn2nnc3ccccc32)C(C)C)cn1	0.2	-0.1	-11.1	-6.5
CCC1=NN2C(=N)/C(=C/c3cc(Cl)c(OCCOc4cccc(C)c4)c(OC)c3)C(=O)N=C2S1	0.6	0.8	1.4	-7.5
CCCC(c1nnnn1C(C)(C)CC)N1CCN(c2ccccc2)CC1 (centres undefined)	0.4	0.0	0.5	3.4
O=[N+]([O-])/C=C/c1ccc2c(ccn2Cc2ccccc2)c1	-0.5	-0.1	13.9	33.9*
CCOC(=O)c1cnc(SCc2nc(-c3ccc(OC)c(OC)c3)oc2C)nc1N	-1.2	0.0	-3.5	-0.5
O=C(c1ccc2cncc(-c3ccsc3)c2n1)N1CCC(O)CC1	-1.8	-0.6	-43.1	61.3*
C=C(C)CNC(=S)N/N=C(\C)c1ccc([N+](=O)[O-])cc1	0.7	0.1	11.1	8.4
COc1cc(C2C(C#N)=C(N)Oc3n[nH]c(C)c32)ccc1OC(=O)N1CCOCC1 (centres undefined)	-0.2	-0.1	0.5	-1.9
Cc1ccc(OCC(=O)NNC(=O)COc2ccc(Br)cc2)cc1	-0.8	0.3	1.0	18.5
O=C(Nc1nc(-c2ccc(Cl)s2)cs1)c1ccc(S(=O)(=O)N2CCc3ccccc3C2)cc1	-0.8	-0.1	2.9	0.8
CCc1ccc(NC(=O)c2ccc(Br)cc2)cc1	0.5	0.0	4.2	-39.5
O=C(Nc1ccc2c(c1)OCO2)c1cccn(OCc2ccccc2F)c1=O	-0.4	0.1	8.0	-4.2
CCOC(=O)c1ccc(-c2ccc(/C=C3\SC(=NC)N(C)C3=O)o2)cc1	1.3	0.0	4.6	3.2
Cc1cc(OCCOCCN2CCN(C)CC2)cc(C)c1Cl	-1.5	0.1	62.1*	3.0
O=C1C2C3C=CC(C3)C2C(=O)N1/N=C/c1cccc(O)c1 (centres undefined)	-0.6	0.2	6.6	-3.9
Cc1cc(C)cc(NC(=O)C(=O)NCc2ccco2)c1	0.3	0.2	-2.8	-6.6
CN1CCN(C(CNC(=O)Nc2ccc(Cl)cc2)c2ccc3c(c2)OCO3)CC1 (centres undefined)	0.5	-0.1	-0.2	-7.7
COC(=O)c1sccc1NC(=O)c1ccccc1C	-0.3	-0.1	-1.3	-16.3
CC(=O)Oc1cccc(C(=O)Nc2ccc(-c3nnc(-c4ccco4)o3)cc2)c1	-0.3	-0.1	3.5	-43.6
CCCNC(=O)c1ccc2nc(Nc3ncccn3)sc2c1	-0.5	-0.2	0.1	-10.5
COc1cc(NC(=O)CCc2c(C)nc3nc[nH]n3c2=O)cc(OC)c1	0.0	-0.1	-7.7	2.0
O=C(O)/C=C/c1ccc(OC(F)F)cc1OC(F)F	1.4	0.1	2.3	2.9
CC(C)CN1C(=O)c2ccc(C(=O)c3cccc([N+](=O)[O-])c3)cc2C1=O	-0.3	-0.3	4.9	15.2
O=C(c1cc(Cl)ccc1[N+](=O)[O-])n1nnc2ccccc21	-1.0	0.1	16.5	7.1
COCCCNC(=O)c1cccc(OC)c1OC	0.6	0.0	-20.8	-3.2
O=C(O)CCCC(=O)Nc1cccc(Cl)c1	0.2	0.2	8.0	7.3

Record cards, as listed above:
`O=C1C2C3C=CC(C3)C2C(=O)N1/N=C/c1cccc(O)c1` (centres undefined) is listed as GPR151 ag: -0.6; FBW7 act: 0.2; MITF inh: 6.6; TEAD-YAP block: -3.9
`Cc1cc(C)cc(NC(=O)C(=O)NCc2ccco2)c1` is listed as GPR151 ag: 0.3; FBW7 act: 0.2; MITF inh: -2.8; TEAD-YAP block: -6.6

Later entries
SMILES	GPR151 ag	FBW7 act	MITF inh	TEAD-YAP block
CC(=O)Nc1ccc(NC(=O)COc2ccccc2C(=O)Nc2cccc(C)c2C)cc1	-0.1	-0.1	3.1	3.0
COc1ccc(-c2cn3c(C)c(C(=O)NCCN4CCOCC4)sc3n2)cc1	-0.3	0.0	9.0	0.5
COc1ccc(NC(=O)CNC(=O)c2cn(-c3ccccc3OC)c(=O)c3ccccc23)cc1Cl	-0.1	-0.1	12.4	-0.4
CC1CCN(C(=O)C23CC4CC(C)(CC(C)(C4)C2)C3)CC1	-1.1	-0.3	-8.5	3.6
CC(=O)NCCNC(=O)c1ccc(NC2=NC3CS(=O)(=O)CC3S2)cc1 (centres undefined)	-0.7	0.0	8.5	2.1
CCOCCOC(=O)C1=C(C)NC2=C(C(=O)C(C(=O)OC)C(C)C2)C1c1cccc(O)c1 (centres undefined)	-1.1	0.1	-19.0	10.5
c1cc(-c2noc(CC3CCCCC3)n2)ccn1	0.7	-0.4	6.3	-8.7
COc1cc(-c2nc(C=Nc3ccc(C)c(Cl)c3)c(O)o2)cc(OC)c1OC	-1.6	0.0	3.9	-2.2
COc1cc(NS(=O)(=O)c2ccc(NC(=O)C(C)Oc3ccc(Cl)cc3Cl)cc2)nc(OC)n1 (centres undefined)	-2.3	0.1	4.9	-3.7
Cc1ccc(-c2nn(CC(=O)Nc3ccccc3C)c(=O)c3ccccc23)cc1	1.0	0.0	0.1	3.8
CC(C)(C)NC(=O)NC(=O)COC(=O)c1c(Cl)ccc(Cl)c1Cl	-0.4	-0.1	-11.2	-1.1
O=C(/C=C/c1cccs1)OCC(=O)c1ccc2c(c1)OCCO2	0.1	0.2	9.8	4.5

Brought forward from above: 4 entries; new compounds follow.
SMILES	GPR151 ag	FBW7 act	MITF inh	TEAD-YAP block
COc1cc(NS(=O)(=O)c2ccc(NC(=O)C(C)Oc3ccc(Cl)cc3Cl)cc2)nc(OC)n1 (centres undefined)	-2.3	0.1	4.9	-3.7
Cc1ccc(-c2nn(CC(=O)Nc3ccccc3C)c(=O)c3ccccc23)cc1	1.0	0.0	0.1	3.8
CC(C)(C)NC(=O)NC(=O)COC(=O)c1c(Cl)ccc(Cl)c1Cl	-0.4	-0.1	-11.2	-1.1
O=C(/C=C/c1cccs1)OCC(=O)c1ccc2c(c1)OCCO2	0.1	0.2	9.8	4.5
CCc1cc(C(=O)COc2ccc([N+](=O)[O-])cc2)c(O)cc1O	-0.3	1.0	12.5	-22.0
COC(=O)c1ccc(NC(=O)CC2C(=O)N(c3ccc(F)cc3)C(=S)N2CCc2ccccc2)cc1 (centres undefined)	-0.6&0.0	-0.1&0.6	0.7&4.1	-7.7&-9.1
COc1ccc(C(=O)/C=C\Nc2ccc(S(N)(=O)=O)cc2)cc1OC	-0.7	-0.1	21.3	-9.7
Cc1nc2sccn2c(=O)c1S(=O)(=O)N1CCC2(CC1)OCCO2	1.1	-0.1	0.2	8.7
O=C(CCc1nc2ccccc2[nH]c1=O)OCc1cccc(F)c1	1.3	-0.2	9.5	9.0
CCOC(=O)C1=C(C)N(c2ccccc2)C(=O)/C1=C\c1cccc(Br)c1	1.3	-0.1	-10.9	-3.3
CCOc1cc(/C=C2\N=C(c3cccc(F)c3)OC2=O)ccc1OC(C)=O	2.0	-0.1	1.4	-2.4
CCCCCCc1cc2cc(-c3csc(Nc4ccc(Cl)cc4Cl)n3)c(=O)oc2cc1O	0.4	0.3	21.3	5.3
N#Cc1cccn1Cc1ccccc1Br	1.0	-0.1	-5.0	6.2
O=C(NNC(=O)c1ccccc1Br)c1ccc(NC(=O)c2ccccc2)cc1	-0.2	0.0	18.1	6.6
CCOC(=O)c1sc2ncn(CC(=O)Nc3ccccc3C(F)(F)F)c(=O)c2c1C	-0.6	-0.1	0.9	-6.3
CCc1cccc(C)c1NC(=O)CSc1nnnn1-c1ccc(C(=O)OC)cc1	1.3	0.0	7.3	2.0
COc1ccc(-n2c(CNC(=O)c3ccc(N4CCCC4=O)cc3)nnc2SC)cc1	0.7	-0.1	6.1	0.5
CNc1nc(Nc2cccc([N+](=O)[O-])c2)nc(OCC(F)(F)F)n1	0.0	0.2	0.7	-18.2
CCOc1cc(CNCCO)cc(Br)c1OCC(=O)NC1CCCCC1	-0.6	0.3	7.6	0.8
COCCn1c(SC(C(=O)NCc2ccccc2)C(=O)NCc2ccccc2)nc2cc(C(=O)OC)ccc2c1=O	0.6	0.1	0.5	10.4
CC1=NN(c2ccccc2)C(=O)C1C(=O)c1ccccc1 (centres undefined)	-1.3	-0.1	5.9	25.1
CCN(CC)c1ccc2c(c1)oc(=O)c1cncc(C=O)c12	-0.2	0.0	5.1	1.6
CN(C)c1cccc(Nc2ccnc3c(-c4cccc(O)c4)cnn23)c1	0.5	0.1	0.9	65.0*
CCc1ccc(OCC(=O)Nc2ccc(NC(=O)c3cc4ccccc4o3)c(OC)c2)cc1	-1.5	-0.1	-13.9	-18.3
Cc1ccccc1NC(=O)Cn1c(=O)n(C2CCCC2)c(=O)c2ccccc21	1.0	0.2	-7.1	-6.7
COC(=O)C1=C(C)NC(=S)NC1c1ccccc1OC(C)C (centres undefined)	-0.8	-0.3	5.1	1.2
